NTR1 ag – agonists of NTR1, primary screen, imaging, U2OS cells, beta-arrestin-GFP, high content (AID 493036); activation, % at 20 µM; Neurotensin receptor type 1 (Homo sapiens), P30989; actives 0.17% (n = 330,000); NTR1-U2OS beta-arrestin-GFP spot imaging, agonist mode;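 active = activation at or above 40% of the spot to cytoplasm intensity ratio, with at least 20 cells analyzed; inconclusive = wells under 20 cells, flagged as cytotoxic or low count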;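 note: 0% = DMSO without peptide and 100% = 100 nM NTR1 peptide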
Target sequence (P30989 whole entry, looked up): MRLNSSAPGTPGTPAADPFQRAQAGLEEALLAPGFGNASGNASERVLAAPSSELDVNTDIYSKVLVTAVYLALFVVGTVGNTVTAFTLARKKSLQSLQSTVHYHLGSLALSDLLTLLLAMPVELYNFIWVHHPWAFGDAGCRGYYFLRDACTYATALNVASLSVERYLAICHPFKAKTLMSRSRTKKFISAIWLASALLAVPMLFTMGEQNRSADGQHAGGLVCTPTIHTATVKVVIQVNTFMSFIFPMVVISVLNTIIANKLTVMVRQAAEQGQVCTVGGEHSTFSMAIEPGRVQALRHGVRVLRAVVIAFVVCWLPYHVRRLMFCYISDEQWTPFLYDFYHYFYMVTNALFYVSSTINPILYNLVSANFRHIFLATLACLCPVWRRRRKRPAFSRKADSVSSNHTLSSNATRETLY
MgcRacGAP inhibition – MgcRacGAP GTPase-activating activity inhibitors, confirmation, biochemical, ADP Hunter fluorescence. Rac GTPase-activating protein 1 (Homo sapiens). MgcRacGAP-stimulated Rac1 GTP hydrolysis, ADP Hunter fluorescence; higher % means a stronger effect; GST-tagged Rac1 F28L mutant substrate. one-dose inhibition, % at 30 µM; IC50 in µM for titrated hits. actives 0.6% (n = 340,000);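 active = first-screen hits whose inhibition reached a set limit at any dose in the follow-up dose series; inconclusive = inhibition above the set first-screen limit but never retested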;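 note: fluorescence reports GDP produced by GAP-driven GTP hydrolysis; strong numbers were not always called active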
AID2073 – inhibitors of Mint1-CaV2.2 protein interaction, biochemical, HTRF (AID 2073); Voltage-dependent N-type calcium channel subunit alpha-1B (Homo sapiens); HTRF protein-protein interaction, Mint1-CaV2.2; higher % means a stronger effect; actives 0.19% (n = 290,000); one-dose inhibition, % at 20 µM; IC50 in µM for titrated hits; in the data active = inhibition mostly above about 51%, no sharp cut-off; inconclusive = no clear call, values can overlap the other calls; inactive = mostly below about 53%; note: some results filed as inactive read as strong as hits
GPR35 antagonists – GPR35 antagonists blocking zaprinast-driven arrestin recruitment, primary screen, imaging, U2OS, beta-arrestin-GFP, zaprinast agonist (AID 2058); actives 0.052% (n = 290,000); U2OS GPR35 beta-arrestin-GFP translocation imaging, zaprinast antagonism; higher % means a stronger effect; one-dose inhibition, % at 10 µM; IC50 in µM for titrated hits;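 active = inhibition of at least 50% with at least 30 cells and total cytoplasm GFP at most 10,000,000; inconclusive = under 30 cells or total GFP of 10,000,000 plus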
GPR55 antagonists – GPR55 antagonists blocking LPI-driven arrestin recruitment, primary screen, imaging, U2OS, beta-arrestin-GFP, LPI agonist (AID 2013). actives 0.13% (n = 290,000). one-dose inhibition, % at 10 µM; IC50 in µM for titrated hits. G-protein coupled receptor 55 (Homo sapiens). U2OS GPR55 beta-arrestin-GFP translocation imaging, LPI antagonism; higher % means a stronger effect;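 active = spots per cell inhibited over 60%, with over 100 cells counted and total cytoplasm intensity under 500,000; inconclusive = wells with under 100 cells, flagged as likely toxic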;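 note: U2OS cells stably carrying GPR55 and arrestin-GFP stimulated by 5 µM LPI near EC80; imaged beta-arrestin-GFP aggregate spots per cell after agonist stimulation; plate controls were LPI-stimulated DMSO wells for no effect and DMSO wells without LPI for full effect; some results filed as inactive read as strong as hits; confirmed hits need IC50 under 10 µM and bright autofluorescent wells are also inconclusive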
Dengue-2 NS5 capping – Dengue-2 NS5 methyltransferase inhibitors, primary screen, biochemical, confirmation dose response (AID 588689); Dengue-2 NS5 methyltransferase capping enzyme assay, biochemical; higher % means a stronger effect; inhibition, % at 25 µM; hits with a dose series show IC50 in µM; actives 0.3% (n = 340,000); in the data active = a potency from the dose series; inconclusive = inhibition above about 29% without an active follow-up result
Yfh1-depleted yeast – enhancers of respiration in Yfh1-depleted yeast, dose response, Friedreich's ataxia, plus single-dose screen (AID 1465); fold induction at 50 µM, or EC50 in µM where a hit was titrated; actives 0.074% (n = 220,000); S. cerevisiae Yfh1-off respiration, WST-1 reduction, 72 h; higher fold induction means a stronger effect;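 active = fold induction of absorbance versus untreated yeast above a set limit, then at least 30% activation at any dose in follow-up; inconclusive = repeats straddling the limit, or above it without dose testing; inactive = fold induction below the set limit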;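 note: activators that raise dye reduction in frataxin-depleted yeast; strong numbers were not always called active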
Large T inhibition – SV40 large T antigen inhibitors, biochemical (AID 1903) | SV40 large T antigen ATPase/helicase inhibition assay; higher % means a stronger effect | one-dose inhibition, % at 20 µM; IC50 in µM for titrated hits | actives 0.39% (n = 310,000); in the data active = a potency from the dose series; inconclusive = inhibition mostly from about 32% at the one dose, without a potency; inactive = the rest, 99 in 100 with inhibition below about 32%; note: strong numbers were not always called active
GPR55 beta-arrestin – GPR55 agonists via beta-arrestin recruitment, primary screen, imaging, U2OS cells, beta-arrestin-GFP redistribution (AID 1961); activation, % at 10 µM; hits with a dose series show EC50 in µM; U2OS GPR55 beta-arrestin-GFP redistribution imaging; higher % means a stronger effect; G-protein coupled receptor 55 (Homo sapiens); actives 0.048% (n = 290,000);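 active = activation above 40% with more than 50 cells counted in the well; inconclusive = wells holding fewer than 50 cells, flagged as toxic or sparse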;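 note: U2OS osteosarcoma cells stably expressing GPR55 and beta-arrestin-GFP; plate controls were DMSO negative control for no effect and LPI positive control for full effect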
NTR1 ag cell count 20 µM – second read-out of NTR1 ag, no call of its own (marks repeat the call); cell count; measured here: cell count, cytotoxicity flag
The depositor's hits bear a star.

Screening COc1cccc2sc(N(CCCN(C)C)C(=O)C(c3ccccc3)c3ccccc3)nc12 returned NTR1 ag 33, MgcRacGAP inhibition 9%, AID2073 0%, GPR35 antagonists -3%, GPR55 antagonists 20%, Dengue-2 NS5 capping -5%, Yfh1-depleted yeast inactive, Large T inhibition 10%, GPR55 beta-arrestin -0.3% and NTR1 ag cell count 20 µM 69.
For COc1ccc2[nH]c3c(c2c1)CCN1C(=O)N([C@@H](C)C(=O)NC2CCCCC2C)C(=O)[C@]31C (stereo partly drawn) the results were NTR1 ag -0.2, MgcRacGAP inhibition 3%, AID2073 7%, GPR35 antagonists 0%, GPR55 antagonists -9%, Dengue-2 NS5 capping -1%, Large T inhibition 23%, GPR55 beta-arrestin -0.2% and NTR1 ag cell count 20 µM 80.
Screening CCOc1ccc(OC(=O)c2ccc3c(=O)n4c(nc3c2)CCC4)cc1 returned NTR1 ag 4.1, MgcRacGAP inhibition 25%, Dengue-2 NS5 capping -5%, Large T inhibition 15% and NTR1 ag cell count 20 µM 52.
For C1=CC2c3ccccc3NC(c3ccncc3)C2C1 (stereo not drawn) the results were NTR1 ag 3.9, MgcRacGAP inhibition 17%, AID2073 30%, GPR35 antagonists 6%, GPR55 antagonists 4%, Dengue-2 NS5 capping inconclusive, Yfh1-depleted yeast inactive, Large T inhibition 4%, GPR55 beta-arrestin 0.0% and NTR1 ag cell count 20 µM 41.
For CC(=O)Oc1ccc(N(C(C)=O)S(=O)(=O)c2ccc3ccccc3c2)cc1 the results were NTR1 ag 0.9, MgcRacGAP inhibition 12%, AID2073 12%, GPR35 antagonists -8%, GPR55 antagonists 1%, Dengue-2 NS5 capping 5%, Large T inhibition 9%, GPR55 beta-arrestin 0.4% and NTR1 ag cell count 20 µM 95.
CN(C)/C=N/c1sc2c(c1C#N)CCCCC2 was read as NTR1 ag 0.5, MgcRacGAP inhibition 11%, AID2073 -10%, GPR35 antagonists 15%, GPR55 antagonists -14%, Dengue-2 NS5 capping -4%, Yfh1-depleted yeast inactive, Large T inhibition 12%, GPR55 beta-arrestin -0.1% and NTR1 ag cell count 20 µM 68.
Nc1cc(C(=O)O)c(Oc2ccc(Cl)cc2Cl)cc1C(=O)O was read as NTR1 ag 0.2, MgcRacGAP inhibition 5%, AID2073 18%, GPR35 antagonists 0%, GPR55 antagonists 3%, Dengue-2 NS5 capping 8%, Yfh1-depleted yeast inactive, Large T inhibition 6%, GPR55 beta-arrestin 0.4% and NTR1 ag cell count 20 µM 62.
OC(CN1CCCC1)Cn1ccc2ccccc21 (stereo not drawn) was read as NTR1 ag 0.1, MgcRacGAP inhibition 17%, AID2073 48%, GPR35 antagonists -1%, GPR55 antagonists -2%, Dengue-2 NS5 capping -6%, Large T inhibition 11%, GPR55 beta-arrestin 0.4% and NTR1 ag cell count 20 µM 43.
`CCN(CC)C(=O)c1cc2cc(Br)ccc2oc1=O` gave NTR1 ag 2.1, MgcRacGAP inhibition 6%, AID2073 2%, GPR35 antagonists -14%, GPR55 antagonists 9%, Dengue-2 NS5 capping -6%, Yfh1-depleted yeast inactive, Large T inhibition -3%, GPR55 beta-arrestin -0.1% and NTR1 ag cell count 20 µM 65.
Screening O=C1NCCN1Cc1ccccc1 returned NTR1 ag 3.0, MgcRacGAP inhibition 7%, AID2073 1%, GPR35 antagonists 29%, GPR55 antagonists 8%, Dengue-2 NS5 capping -6%, Yfh1-depleted yeast inactive, Large T inhibition 9%, GPR55 beta-arrestin -0.1% and NTR1 ag cell count 20 µM 54.
For Cc1nc(SC(C)C(=O)NC2CCCCC2C)c2c(C)c(C)sc2n1 (stereo not drawn) the results were NTR1 ag 2.3, MgcRacGAP inhibition 4%, AID2073 3%, GPR35 antagonists -11%, GPR55 antagonists 4%, Dengue-2 NS5 capping -10%, Large T inhibition 27%, GPR55 beta-arrestin -0.1% and NTR1 ag cell count 20 µM 42.
Screening O=C(O)CCC(=O)NNC(=O)COc1ccc(Cl)cc1Cl returned NTR1 ag 0.6, AID2073 13%, GPR35 antagonists -5%, GPR55 antagonists -1%, Yfh1-depleted yeast inactive, Large T inhibition 10%, GPR55 beta-arrestin 0.6% and NTR1 ag cell count 20 µM 15.
CCOC(=O)c1ccc(N2C(=O)CC(C(=O)OC)=C2C)cc1 was read as NTR1 ag -0.5, MgcRacGAP inhibition 7%, AID2073 3%, GPR35 antagonists 4%, GPR55 antagonists 2%, Dengue-2 NS5 capping -6%, Yfh1-depleted yeast inactive, Large T inhibition 11%, GPR55 beta-arrestin 0.1% and NTR1 ag cell count 20 µM 60.
For CCCc1nc2ccc(NC(=O)c3cccs3)cc2c(=O)n1Cc1ccc(Cl)cc1 the results were NTR1 ag 8.9, MgcRacGAP inhibition 3%, AID2073 14%, GPR35 antagonists -12%, GPR55 antagonists 12%, Yfh1-depleted yeast inactive, Large T inhibition 12%, GPR55 beta-arrestin 0.7% and NTR1 ag cell count 20 µM 86.
For Cc1ccc(C(C)C)c(OCC(=O)Nc2ccccc2N2CCN(C)CC2)c1 the results were NTR1 ag 4.1, MgcRacGAP inhibition 11%, AID2073 -7%, GPR35 antagonists 1%, GPR55 antagonists 1%, Dengue-2 NS5 capping -8%, Yfh1-depleted yeast inactive, Large T inhibition -1%, GPR55 beta-arrestin -0.1% and NTR1 ag cell count 20 µM 56.
Cc1cc(C)nc(SCc2csc(-c3ccccc3)n2)n1 was read as NTR1 ag 8.1, MgcRacGAP inhibition 11%, AID2073 -5%, GPR35 antagonists 1%, GPR55 antagonists -4%, Dengue-2 NS5 capping -3%, Yfh1-depleted yeast inactive, Large T inhibition 4%, GPR55 beta-arrestin 0.2% and NTR1 ag cell count 20 µM 60.
Screening COCCNc1nnc(SCC(=O)Nc2cc(-c3ccccc3)nn2-c2ccccc2)s1 returned NTR1 ag 2.3, MgcRacGAP inhibition 8%, AID2073 -22%, GPR35 antagonists 1%, GPR55 antagonists 8%, Dengue-2 NS5 capping 1%, Yfh1-depleted yeast inactive, Large T inhibition 15%, GPR55 beta-arrestin 0.3% and NTR1 ag cell count 20 µM 26.
For CCOC(=O)c1ccc(S(=O)(=O)Nc2cc(C(=O)O)ccc2Cl)cc1 the results were NTR1 ag -1.2, MgcRacGAP inhibition 1%, AID2073 -8%, GPR35 antagonists -17%, GPR55 antagonists 4%, Yfh1-depleted yeast inactive, Large T inhibition 18%, GPR55 beta-arrestin 1.5% and NTR1 ag cell count 20 µM 57.
Screening Clc1ccc(SCCCCn2cncn2)cc1 returned NTR1 ag 0.3, MgcRacGAP inhibition 8%, AID2073 5%, GPR35 antagonists -5%, GPR55 antagonists 7%, Dengue-2 NS5 capping 0%, Yfh1-depleted yeast inactive, Large T inhibition 4%, GPR55 beta-arrestin -0.1% and NTR1 ag cell count 20 µM 57.
For CCOC(=O)N1CCC(NC(=O)Cn2cc3c(n2)CCC(C)C3)CC1 (stereo not drawn) the results were NTR1 ag 0.2, MgcRacGAP inhibition 8%, AID2073 7%, GPR35 antagonists -9%, GPR55 antagonists -9%, Dengue-2 NS5 capping -1%, Yfh1-depleted yeast inactive, Large T inhibition 4%, GPR55 beta-arrestin -0.5% and NTR1 ag cell count 20 µM 36.
Screening Cc1cccc(NS(=O)(=O)c2cc(C(=O)OC(C)C(=O)NCc3ccc4c(c3)OCO4)ccc2C)c1 (stereo not drawn) returned NTR1 ag 1.5, MgcRacGAP inhibition 7%, AID2073 22%, GPR35 antagonists 5%, GPR55 antagonists 6%, Dengue-2 NS5 capping -3%, Yfh1-depleted yeast inactive, Large T inhibition 14%, GPR55 beta-arrestin -0.3% and NTR1 ag cell count 20 µM 47.
`COc1ccc(NS(=O)(=O)c2cc(NC(=O)Cc3cccs3)ccc2C)cc1` gave NTR1 ag -1.0, MgcRacGAP inhibition 0%, AID2073 1%, GPR35 antagonists 2%, GPR55 antagonists -5%, Dengue-2 NS5 capping -2%, Yfh1-depleted yeast inactive, Large T inhibition 11%, GPR55 beta-arrestin 0.1% and NTR1 ag cell count 20 µM 62.
`N=c1oc2cc(O)ccc2cc1C(=O)Nc1ccccn1` gave NTR1 ag 2.5, AID2073 26%, GPR35 antagonists 0%, GPR55 antagonists 0%, Yfh1-depleted yeast inactive, Large T inhibition 5%, GPR55 beta-arrestin -0.6% and NTR1 ag cell count 20 µM 54.
`COc1ccc(C2Nc3ccccc3C(=O)N2Cc2ccco2)cc1COc1ccc(NC(C)=O)cc1` (stereo not drawn) gave NTR1 ag -0.7, MgcRacGAP inhibition 7%, AID2073 33%, GPR35 antagonists -5%, GPR55 antagonists 2%, Dengue-2 NS5 capping 0%, Yfh1-depleted yeast inactive, Large T inhibition 4%, GPR55 beta-arrestin -0.3% and NTR1 ag cell count 20 µM 47.
O=C(CSc1nnc(CNC(=O)c2ccc(F)cc2)o1)NCCc1ccccc1 was read as NTR1 ag 0.3, MgcRacGAP inhibition 4%, AID2073 4%, GPR35 antagonists 5%, GPR55 antagonists 7%, Dengue-2 NS5 capping -6%, Large T inhibition 0%, GPR55 beta-arrestin -0.1% and NTR1 ag cell count 20 µM 63.
Screening COc1ccc(-c2cc3c(=O)n(CC(=O)NCc4ccc(F)cc4)ncn3n2)cc1 returned NTR1 ag 1.6, MgcRacGAP inhibition 8%, AID2073 28%, GPR35 antagonists 13%, GPR55 antagonists 8%, Dengue-2 NS5 capping -1%, Large T inhibition 8%, GPR55 beta-arrestin 0.0% and NTR1 ag cell count 20 µM 92.
`CCC1=C(OC(=O)N(CC)CC)N2C(=O)OC(=NCCOC)[C@]2(Cc2ccccc2)[C@H]2C1=CC[C@H]1C(=O)N(C)C(=O)[C@H]12` gave NTR1 ag -0.7, MgcRacGAP inhibition 12%, AID2073 6%, GPR35 antagonists -7%, GPR55 antagonists -6%, Dengue-2 NS5 capping -3%, Yfh1-depleted yeast inactive, Large T inhibition 10%, GPR55 beta-arrestin -0.1% and NTR1 ag cell count 20 µM 65.

Screening results deposited in PubChem by several laboratories.
